Assay outcomes: PubChem BioAssay, Johns Hopkins Ion Channel Center
KCNQ1 pot: potentiators or activators of human KCNQ1 potassium channel; CHO-K1 KCNQ1, thallium flux FluxOR fluorescence; active compounds read high; P51787; 310,000 compounds, 0.35% hits; B-score at 10 µM;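 active = fluorescence ratio B-score, a plate-corrected score, at least three library SD, with initial intensity B-score within 5 SD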
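Doses: Single concentration per compound, DMSO matched to controls | Test system: KCNQ1-transfected CHO-K1 cells | Timing: 90 min dye loading and 20 min compound exposure, both at room temperature | Measured by: Kinetic FluxOR thallium fluorescence, 10-s 1-Hz baseline, 110-s post-stimulus read | Medium: Assay buffer with matched DMSO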
MrgX1 allo act: allosterically activates human MrgX1 receptor signaling. Q96LB2. MrgX1-HEK293, Fluo-4 calcium flux, FDSS; active compounds read high. B-score at 10 µM. 310,000 compounds, 0.63% hits. AID 588675;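 active = plate-corrected calcium response at least 3 library SD above typical, normal starting fluorescence, not activating the receptor alone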;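 also: compound read alongside a low EC10 to EC30 dose of BAM8-22 agonist; peak minus trough fluorescence over baseline measured at the second addition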
ANO1 block: blocks the mouse calcium-activated chloride channel TMEM16A; 310,000 compounds, 1.2% hits; Q8BHY3; normalized B-score (activity score, 25-100; higher = stronger inhibition) at 10 µM; AID 588511; HEK293 TMEM16A/YFP iodide influx fluorescence, ionomycin;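 active = ratio plate-corrected score three or more library SD toward inhibition, starting fluorescence score within five deviations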;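 also: score derived from kinetic fluorescence span divided by baseline fluorescence per well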
KCNK9 block: blocks the human KCNK9 two-pore domain potassium channel. Q9NPC2. HEK293 KCNK9, FluxOR thallium flux fluorescence; active compounds read low. B-score at 10 µM. 310,000 compounds, 1.2% hits. AID 488922;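 active = ratio B-score over 3 SD below the library mean, with starting fluorescence within 5 SD of its mean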;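 also: negative B-score means less thallium flux so channel inhibition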
hERG protect: hERG (human) protection from proarrhythmic block. CHO-hERG, FluxOR thallium flux, dofetilide IC70 present. activation (rescue from dofetilide block), less the hit threshold, % at 10 µM. 310,000 compounds, 0.51% hits. AID 1511;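 active = activation above the mean of controls blocked by dofetilide plus 5 SD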;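 also: thallium influx through hERG after potassium depolarization seen as dye fluorescence rise; in these data hits start at about 4.7%; inactives centre near -7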
Target sequence (Q12809 whole entry, looked up): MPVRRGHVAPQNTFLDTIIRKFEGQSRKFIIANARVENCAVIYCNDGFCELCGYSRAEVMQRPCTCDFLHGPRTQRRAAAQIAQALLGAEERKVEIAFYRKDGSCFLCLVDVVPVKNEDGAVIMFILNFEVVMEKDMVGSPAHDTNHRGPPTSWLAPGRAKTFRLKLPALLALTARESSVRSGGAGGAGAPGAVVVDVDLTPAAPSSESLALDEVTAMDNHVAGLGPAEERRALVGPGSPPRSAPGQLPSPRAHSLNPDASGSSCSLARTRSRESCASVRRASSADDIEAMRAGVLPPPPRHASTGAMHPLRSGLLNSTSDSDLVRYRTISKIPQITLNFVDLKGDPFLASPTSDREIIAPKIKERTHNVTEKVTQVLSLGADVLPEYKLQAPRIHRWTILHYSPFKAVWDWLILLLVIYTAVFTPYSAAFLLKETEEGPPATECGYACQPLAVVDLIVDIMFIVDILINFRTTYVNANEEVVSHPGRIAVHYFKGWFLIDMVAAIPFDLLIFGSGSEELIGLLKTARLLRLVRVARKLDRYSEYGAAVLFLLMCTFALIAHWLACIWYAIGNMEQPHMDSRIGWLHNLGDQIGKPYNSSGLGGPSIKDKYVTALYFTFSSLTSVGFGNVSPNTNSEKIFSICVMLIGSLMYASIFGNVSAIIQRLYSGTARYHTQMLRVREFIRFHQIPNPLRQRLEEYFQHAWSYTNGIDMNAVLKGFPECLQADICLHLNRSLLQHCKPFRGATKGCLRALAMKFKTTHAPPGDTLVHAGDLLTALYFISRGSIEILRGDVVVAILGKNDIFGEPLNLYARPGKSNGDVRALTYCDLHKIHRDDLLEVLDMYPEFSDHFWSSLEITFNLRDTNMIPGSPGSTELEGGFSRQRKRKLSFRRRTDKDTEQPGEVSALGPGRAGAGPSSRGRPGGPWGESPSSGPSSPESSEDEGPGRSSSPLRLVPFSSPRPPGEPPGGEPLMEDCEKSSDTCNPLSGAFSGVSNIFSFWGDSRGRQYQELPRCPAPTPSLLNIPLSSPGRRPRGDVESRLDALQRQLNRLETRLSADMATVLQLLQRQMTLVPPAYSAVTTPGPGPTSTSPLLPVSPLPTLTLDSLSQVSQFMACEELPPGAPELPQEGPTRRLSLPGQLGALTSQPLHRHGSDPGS
TMEM16A act: mouse TMEM16A channel activation, primary screen. Q8BHY3. HEK293 TMEM16A/YFP-H148Q/I152L, iodide quench fluorescence; active compounds read low. 340,000 compounds, 0.3% hits. B-score at 10 µM;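 active = fluorescence-ratio B-score plate-corrected deviation score at least 3 library SD below zero, with starting fluorescence score within 5 deviations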;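 also: channel opened by trigger with iodide after compound preincubation; score built on the fluorescence ratio of max minus min over baseline; more negative score means more quench and so TMEM16A activation or potentiation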
RGS4 pot: potentiators or activators of RGS4; HEK293 M3R/inducible RGS4, carbachol calcium flux Fluo4; active compounds read low; 310,000 compounds, 0.92% hits; B-score at 10 µM;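 active = B-score of the integrated calcium signal more than 4 SD below the library mean, with starting fluorescence not abnormally high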;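 also: negative B-score means reduced calcium response which marks RGS4 activation or potentiation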
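Material: M3R-expressing HEK293 line, RGS4 induced by doxycycline | Schedule: Overnight RGS4 induction, 30 min dye load 37 °C, 20 min compound RT | Measured by: Fluo4 fluorescence kinetic imaging of calcium | Read-out: Integrated calcium ratio converted to B score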
RGS4 block: inhibitors of human RGS4; P49798; HEK293 M3R/RGS4 inducible, Fluo-4 calcium flux; active compounds read high; triggered by carbachol at its EC20; B-score at 10 µM; 310,000 compounds, 0.45% hits;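 active = B-score, a plate-corrected calcium signal, over three deviations above library mean, with baseline fluorescence within five deviations of library mean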;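 also: RGS4 expression induced by doxycycline in cells with stable M3 receptor; B-score is computed from the integrated fluorescence ratio over baseline after carbachol; higher B-score means a larger calcium signal and so more RGS4 inhibition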
KCNQ1 inh: human KCNQ1 channel inhibition | CHO-K1 KCNQ1, FluxOR thallium flux fluorescence; active compounds read high | AID 2642 | 310,000 compounds, 1.3% hits | B-score at 10 µM;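 active = compounds whose thallium flux B-score, printed positive for inhibition, exceeds three library SD while starting fluorescence stays within three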;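 also: channel opened by potassium depolarization with thallium stimulus after 20 min compound exposure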
KCNK3 inh: human KCNK3 channel inhibition, primary screen | CHO-KCNK3 thallium flux, FluxOR fluorescence; active compounds read low | O14649 | B-score at 10 µM | 340,000 compounds, 0.84% hits | AID 602410;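 active = B-score under library mean minus 4 SD, starting fluorescence ratio at most library mean plus 5 SD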;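 also: more negative B-score means stronger inhibition of thallium flux through KCNK3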
MrgX1 ag: human MrgX1 receptor agonism, primary screen; 310,000 compounds, 0.44% hits; MrgX1-HEK293 cells, Fluo-4 calcium fluorescence, agonist mode; active compounds read high; AID 588627; B-score at 10 µM;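 active = calcium response B-score plate-corrected fluorescence ratio at least 3 library SD, with starting fluorescence B-score inside 5 SD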
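Assay system: stable human MrgX1 HEK293 cell line. Quantity: 15,000 cells per well. Schedule: cells plated overnight, dye loaded 0.5 h 37 °C, 0.5 h room temperature. Detection: Fluo-4 NW calcium-flux fluorescence, kinetic read. Read-out basis: peak-minus-minimum fluorescence over baseline, converted to B scores. Control set: positive and negative control wells on each plate.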
The depositor's hits bear a star; i = inactive; / = no result given.

SMILES	KCNQ1 pot	MrgX1 allo act	ANO1 block	KCNK9 block	hERG protect	TMEM16A act	RGS4 pot	RGS4 block	KCNQ1 inh	KCNK3 inh	MrgX1 ag
COc1ccc(CNC(=O)c2ccc(NS(=O)(=O)c3c(C)noc3C)cc2)cc1	i	i	i	i	-7	i	i	i	i	i	i
CC(C)(C)C(=O)Nc1nc(C2CCCN2S(=O)(=O)c2ccc(Cl)cc2)cs1 (stereo not drawn)	i	i	i	i	-23	i	i	i	i	i	i
O=S(=O)(Nc1ccc(Cl)cc1)c1ccc2c(c1)CCO2	i	i	25*	i	-10	i	i	i	i	i	i
Cn1cc(-c2ccccc2C(N)=O)c(=O)c2ccccc21	i	i	i	i	-2	i	i	i	i	i	i
CC1CN(S(=O)(=O)c2ccc(Cl)c(C(F)(F)F)c2)CC(C)O1 (stereo not drawn)	i	i	i	i	-9	i	i	i	i	i	i
CC(OC(=O)c1ccc(C(C)(C)C)cc1)C(=O)NC1CCCCC1C (stereo not drawn)	i	i	i	i	-7	i	i	i	i	i	i
Cc1c(NS(=O)(=O)c2cccs2)c(=O)n(-c2ccccc2)n1C	i	i	i	i	-8	i	i	i	i	i	i
O=C(c1cccn2c(=O)c3cc4ccccc4cc3nc12)N1CCN(c2ccccc2)CC1	i	i	i	i	-8	/	i	i	i	/	i
O=C1C(=O)N(CCCO)C(c2ccc(Br)cc2)/C1=C(\O)c1ccc(Br)cc1 (stereo not drawn)	i	i	i	i	-11	i	i	i	i	i	i
COc1ccc(CCn2c(N)c(C(=O)NCc3ccco3)c3nc4ccccc4nc32)cc1OC	i	i	i	i	-6	i	i	i	i	i	i
CCC(=O)N(c1ccc(F)cc1)C1C=CS(=O)(=O)C1 (stereo not drawn)	i	i	i	i	-4	i	i	i	i	i	i
Cc1ccc2c(c1)c(-c1ccccc1)nc1nnnn12	i	i	i	i	6.0*	i	i	i	i	i	i
COc1c(Cl)cc(Cl)cc1CNc1ccc(S(N)(=O)=O)cc1	i	i	i	i	-8	i	i	i	i	i	i
CC(=O)Nc1ccc(-c2csc(NCCc3ccccc3)n2)cc1	i	i	i	i	4	i	i	i	i	i	i
CN1C(=O)N(C)C2(c3ccccc3)N(C)C(=O)NC12c1ccccc1 (stereo not drawn)	i	i	i	i	-7	i	i	i	i	i	i
CC1CN(CCCCSc2ccccc2)CC(C)O1 (stereo not drawn)	i	i	i	i	-3	i	i	i	i	i	i
COc1ccc(C(=O)O)cc1S(=O)(=O)NCc1ccccn1	i	i	i	i	-9	i	i	i	i	i	i
Cc1ccc([N+](=O)[O-])cc1N1C(=O)CS/C1=N\NC(=O)c1cccnc1	i	i	i	i	-9	i	i	i	i	i	i
COCC(=O)Nc1nc2n(n1)C(c1ccc(OC)cc1)CC(c1ccc(OC)cc1)N2 (stereo not drawn)	i	/	/	i	-8	i	i	i	i	i	/
COc1ccc(-n2c(C)nc3c(cnn3-c3ccc(C)cc3)c2=O)cc1	i	i	i	i	-5	i	i	i	i	i	i
COc1cccc(C(=O)Nc2ccc(N3CCN(Cc4ccccc4)CC3)cc2)c1	i	i	i	i	-3	/	i	i	i	i	i
COC(=O)COc1ccc(-c2ccc(F)cc2)cc1C=O	i	i	i	i	-5	i	i	i	i	i	i
CC(C)(C)NC(=O)C(c1ccc(Cl)cc1)N(Cc1ccco1)C(=O)CCl (stereo not drawn)	i	i	i	i	-6	i	i	i	i	i	i
COc1ccc(CC(=O)NNc2ncnc3c2cnn3-c2ccccc2)cc1	i	i	i	i	-7	i	i	i	i	i	i
CCN(CC)C(=O)CC(c1ccc2c(c1)OCO2)c1c(O)cc(OC)cc1OC (stereo not drawn)	i	i	i	i	-10	i	i	i	i	i	i

(more compounds)
SMILES	KCNQ1 pot	MrgX1 allo act	ANO1 block	KCNK9 block	hERG protect	TMEM16A act	RGS4 pot	RGS4 block	KCNQ1 inh	KCNK3 inh	MrgX1 ag
CCc1ccccc1NC(=O)[C@@H]1CCC(=O)N1C1OC(=O)c2c1ccc(OC)c2OC (stereo partly drawn)	i	i	i	i	-8	i	-8.3*	i	i	i	i
CCCCN(CCCC)CCNC(=O)c1cn(CC)c2ccc(S(=O)(=O)N3CCc4ccccc4C3)cc2c1=O	i	i	i	i	-21	i	i	i	i	i	i
Cn1c(=O)c2c(nc(N3CCOCC3)n2CC(=O)C23CC4CC(CC(C4)C2)C3)n(C)c1=O	i	i	i	i	-16	i	i	i	i	i	i
S=c1[nH]nc2n1CCCN2	i	i	i	i	-8	i	i	i	i	i	i
Cc1cc(=O)oc(C)c1C(=O)NCCc1ccccc1	i	i	i	i	-9	i	i	i	i	i	i
COc1ccc(C)cc1NC(=O)c1ccc2c(O)c(S(=O)(=O)c3ccccc3)c(=O)[nH]c2c1	i	i	i	i	-16	i	i	i	i	i	i
c1cc(-c2nnn(CCOCCn3nnc(-c4ccncc4)n3)n2)ccn1	i	i	i	i	-6	i	i	i	i	i	i
COc1ccc(CCN2CC(C(=O)NCCc3ccccc3C(F)(F)F)CCC2=O)cc1 (stereo not drawn)	i	i	i	i	-12	i	i	i	i	i	i
COc1ccc(C2SCC(=O)N2c2c(C)n(C)n(-c3ccccc3)c2=O)cc1OC (stereo not drawn)	i	i	i	i	-13	i	i	i	i	i	i
O=C(CCCN1C(=O)/C(=C\c2ccccc2)SC1=S)Nc1cccc(C(=O)O)c1	i	i	i	i	-6	i	i	i	i	i	i
Cc1[nH]n(-c2ccccc2)c(=O)c1/C=N/NC(=O)c1cccc(F)c1	i	i	i	i	-14	i	i	i	i	i	i
CC(=O)N1CCN(CC(=O)Nc2ccc([N+](=O)[O-])cc2Br)CC1	i	i	i	i	-12	i	i	i	i	i	i
CC1(c2ccccc2)NC(=O)N(CC(=O)NCc2ccc3c(c2)OCO3)C1=O (stereo not drawn)	i	i	i	i	-10	i	i	i	i	i	i
COc1ccc(NC(=O)Cc2ccccc2)cc1	i	i	i	i	-9	i	i	i	i	i	i
COc1ccc(-c2cc(C(=O)Nc3c(C)n(C)n(-c4ccccc4)c3=O)c3ccccc3n2)c(OC)c1	i	i	i	i	-21	i	i	i	i	i	i
COc1ccc(OC)c(-c2csc(N(C)C(=O)Cc3ccccc3)n2)c1	i	i	i	i	-16	i	i	i	i	i	i
Cc1cccc(CCNc2nc3ccc(C)cc3n3cnnc23)c1	i	i	i	i	-4	i	i	i	i	i	i
CCN(CC)C(=O)c1cnn(-c2ccccc2)c1NC(=O)c1cccc(F)c1	i	i	i	i	-11	i	i	i	i	i	i
Cc1ccc(C)c(-n2c(-c3cccnc3)n[nH]c2=S)c1	i	i	i	i	-9	i	i	i	i	i	i
CCOCCCNC(=O)C1CCN(S(=O)(=O)CC)CC1	i	i	i	i	-1	i	i	i	i	i	i
CC(Sc1nc2cc(Cl)ccc2s1)C(=O)Nc1cccc(S(=O)(=O)N2CCOCC2)c1 (stereo not drawn)	i	i	i	i	-6	i	i	i	i	i	i
O=C(CCN1C(=O)/C(=C/c2ccccc2Cl)SC1=S)NNC(=O)c1cccnc1	i	i	i	i	-19	i	i	i	i	i	i
Cc1nn(C)c(C)c1/C=C1/SC(=S)NC1=O	i	i	i	i	-8	i	i	i	i	i	i
OC(COc1ccc2c(c1)OCO2)CN1CCCC1 (stereo not drawn)	i	i	i	i	0	i	i	i	i	i	i
COc1ccc(N(C(=O)c2ccc3c(c2)OCO3)C2C=CS(=O)(=O)C2)c(OC)c1 (stereo not drawn)	i	i	i	i	-10	i	i	i	i	i	i

Carrying on.
SMILES	KCNQ1 pot	MrgX1 allo act	ANO1 block	KCNK9 block	hERG protect	TMEM16A act	RGS4 pot	RGS4 block	KCNQ1 inh	KCNK3 inh	MrgX1 ag
CS(=O)(=O)Nc1ccc([N+](=O)[O-])cc1Oc1ccccc1	i	i	i	i	-4	i	i	i	i	i	i
Cc1ccc(NC(=O)C[n+]2cc(-c3ccccc3)n3c2CCC3)cc1	i	i	i	i	-5	i	i	i	i	i	i
O=C(/C=C/c1ccco1)Nc1cccc(-c2nc3ccccc3[nH]2)c1	i	i	i	i	-24	i	i	i	i	i	i
O=C(O)COc1ccccc1/C=N/NC(=O)c1cccc(S(=O)(=O)Nc2cccc(Cl)c2)c1	i	i	i	i	-13	i	i	i	i	i	i
Cc1ccc(Cl)cc1N1CCN(C(=O)C2CCN(S(C)(=O)=O)CC2)CC1	i	i	i	i	-5	i	i	i	i	i	i
COc1cccc(CNC(=O)[C@H](C)NC(=O)C2CCN(S(=O)(=O)c3ccccc3)CC2)c1	i	i	i	i	-8	i	i	i	i	i	i
O=S(=O)(c1ccc(Cl)nc1)N(Cc1ccccc1)Cc1ccccc1	i	i	i	i	-10	i	i	i	i	i	i
O=C(Nc1ccccn1)c1ccc(Br)c(S(=O)(=O)N2CCCCC2)c1	i	i	i	i	-1	i	i	i	i	i	i
CCOc1ccc(CCNC(=O)c2cc(=O)[nH]c3ccc(S(=O)(=O)N(CC)CC)cc23)cc1OCC	i	i	i	i	-10	i	i	i	i	i	i
CC(C)CN(Cc1cc(=O)oc2cc3c(cc12)CCCC3)CC(C)C	i	i	i	i	-14	i	i	i	i	i	i
Cc1ccc2cccc(OC(=O)c3ccc4c(c3)OCCO4)c2n1	i	i	i	i	-16	i	i	i	i	i	i
COc1ccc(C(=O)N/C(=C\c2cn(C)c3ccccc23)C(=O)N2CCOCC2)cc1OC	i	i	i	i	-7	i	i	i	i	i	i
CC(=O)Nc1cc2c(=O)n(Cc3ccccc3)c(C)nc2cc1N1CCOCC1	i	i	i	i	-7	i	i	i	i	i	i
Fc1cc(Cl)c(OCc2noc(-c3ccsc3)n2)c(Cl)c1	i	i	i	i	-6	i	i	i	i	i	i
CCN(CC(=O)Nc1c(F)cccc1F)C(=O)CCCNC(=O)c1ccc(Cl)cc1	i	i	i	i	-10	i	i	i	i	i	i
Cc1cccc(C)c1NC(=O)CS(=O)CC(=O)NCCCc1ccccc1 (stereo not drawn)	i	i	i	i	-6	i	i	i	i	i	i
